Assay outcomes as filed in PubChem.
EPAC1 antag: blocks human EPAC1 exchange factor | actives 0.14% (n = 360,000) | O95398 | EPAC1 GEF assay, Rap1b-BODIPY-GDP exchange fluorescence | Potency, µM (doses to about 115 µM), without a hit: top-dose activity change, negative = inhibition, hits mostly inhibitors;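 further: plate controls were vehicle for no effect and positive control for full effect; nearly all actives have a fitted effect of over 50% in size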
EPAC2 ag: agonists of human EPAC2 (RAPGEF4); Q8WZA2; actives 0.079% (n = 360,000); EPAC2 activation, biochemical qHTS; response scale: 100% = 6.5 mM cAMP response; Potency, µM (highest dose often 154 µM), without a hit: top-dose activation, usual class: activators; further: nearly all actives have a fitted effect of over 50% in size
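EPAC2 (100 nM) mixed with Rap1B loaded with BODIPY-GDP (250 nM) plus 50 uM unlabeled GDP; compounds pinned in, 5 min RT, then read every 5 min for 30 min (ex 480, em 540 nm). Normalized to cAMP control.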
EPAC1 agonist: EPAC1 (human) agonism | EPAC1 agonist qHTS, biochemical assay; response scale: 100% = response to 6.5 mM cAMP | Potency, µM (top dose mostly 154 µM), for the others: top-dose activation, most hits filed as activators | actives 0.073% (n = 360,000) | AID 720707; further: nearly all actives have a fitted effect of over 60% in size
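Normalized to 6.5 mM cAMP, activity reflects EPAC1-catalysed release of BODIPY-GDP from Rap1B, followed kinetically over 30 min at 480 nm excitation, 540 nm emission. Reaction contained 100 nM EPAC1, 250 nM Rap1B-BODIPY-GDP, 50 uM GDP.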
EPAC2 antagonist: antagonists of human EPAC2; Q8WZA2; EPAC2 GEF exchange of Rap1B-BODIPY-GDP, fluorescence; Potency, µM (highest dose often 114 µM), inactives show at the highest dose activity, negative = inhibition, hits mostly inhibitors; actives 0.18% (n = 360,000); AID 720708; further: on the % scale 0 is the no-effect control and ±100 the full control effect; nearly all actives have a fitted effect of over 45% in size; many of its hits are not listed in these tables
FUS suppressor: rescues growth of FUS-expressing yeast; S. cerevisiae FUS-expressing, growth rescue, OD600, 24 h; Potency, µM (top dose mostly 76.6 µM), for inactives: at the highest dose growth rescue (activation), usual class: activators; actives 0.24% (n = 390,000);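 further: plate controls were DMSO vehicle for no effect and reference control for full effect; nearly all actives have a fitted effect of over 55% in size; some results filed as inactive show a strong effect at the top dose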
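Galactose (2%) drives FUS expression in yeast precultured in raffinose; seeding density OD 0.005. Test compounds incubated 24hr at 30C and 99% humidity before absorbance at 600 nm was measured.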
TDP-43 yeast inh: TDP-43 toxicity inhibition in yeast | TDP-43 expressing yeast growth rescue, BacTiter-Glo, 24 h | Potency, µM (titrated, usually from 46.1 µM), inactives show top-dose growth rescue (activation), usual class: activators | actives 1.8% (n = 410,000); further: % of control where 0% means no effect; nearly all actives have a fitted effect of over 50% in size
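Galactose-induced TDP-43 yeast, OD600=0.02, compound pinned; 24 hr, 30 deg C; BacTiter-Glo luminescence for growth. Inhibitors of TDP-43 toxicity read as activators.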
aSyn yeast inh: rescues yeast growth from alpha-synuclein toxicity. Yeast expressing alpha-synuclein, growth rescue, BacTiter-Glo, 24 h. Potency, µM (doses to about 46.1 µM), inactives show top-dose growth rescue (activation), actives largely listed as activators. actives 0.14% (n = 370,000); further: % of control where 0% means no effect; nearly all actives have a fitted effect of over 65% in size
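Galactose-induced alpha-syn yeast (OD600=0.02, raffinose-pregrown) + pinned cpd, 24 hr, 30 deg C; growth by BacTiter-Glo luminescence. Growth restoration scores as activation.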
PTHR1 ag: agonists of human PTHR1 parathyroid hormone receptor; Q03431; HEK293 GP2 PTHR1 cells, GloSensor cAMP luminescence, 1 h; Potency, µM (titrated, usually from 115 µM), inactives show at the highest dose activation, most hits filed as activators; actives 0.075% (n = 410,000); AID 743266; further: nearly all actives have a fitted effect of over 55% in size; some results filed as inactive show a strong effect at the top dose; inactives centre near -15; many of its hits are not listed in these tables
Target sequence (Q03431 whole entry, looked up): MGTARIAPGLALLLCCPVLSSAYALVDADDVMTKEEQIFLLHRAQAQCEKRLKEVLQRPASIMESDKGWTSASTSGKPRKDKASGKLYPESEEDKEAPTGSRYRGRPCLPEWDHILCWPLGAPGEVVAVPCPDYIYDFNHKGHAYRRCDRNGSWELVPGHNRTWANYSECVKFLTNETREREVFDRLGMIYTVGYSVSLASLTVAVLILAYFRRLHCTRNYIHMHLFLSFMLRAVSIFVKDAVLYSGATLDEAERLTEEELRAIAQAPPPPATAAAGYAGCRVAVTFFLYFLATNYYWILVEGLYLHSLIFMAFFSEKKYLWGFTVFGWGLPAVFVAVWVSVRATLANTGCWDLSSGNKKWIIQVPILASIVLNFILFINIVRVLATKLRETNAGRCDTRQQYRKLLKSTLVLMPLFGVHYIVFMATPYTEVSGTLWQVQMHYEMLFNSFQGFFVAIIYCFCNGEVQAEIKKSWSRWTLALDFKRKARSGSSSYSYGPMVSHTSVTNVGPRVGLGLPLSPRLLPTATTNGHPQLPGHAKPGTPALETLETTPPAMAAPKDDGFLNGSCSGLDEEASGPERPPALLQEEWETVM
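HEK-293-derived GP2 cells expressing PTHR1 and a GloSensor cAMP reporter, 3,000/well, plated overnight, given luciferin plus IBMX (each 0.5 mM as added) for 1 h at 37 °C, then compound for 1 h at 37 °C. Luminescence was read after 15 min at room temperature.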
Active calls of the source: *; i = inactive; ? = inconclusive; / = not tested or not shown; & = joins results of further samples; [ ] = another dose, or the depositor's remark. The call rests on the fitted dose curve; in most records, active means well fitted curve in the direction sought with a large enough effect; inconclusive means small, poorly fitted or top-dose-only effect, or another doubt; inactive means no such curve, though single readings can be large; an effect the other way counts as inactive or inconclusive. Potency means the concentration at half of the fitted maximal effect. An excerpt; count on the stated rates, not on these rows.

#	Compound	TDP-43 yeast inh	EPAC1 agonist	EPAC2 antagonist	EPAC1 antag	EPAC2 ag	aSyn yeast inh	FUS suppressor	PTHR1 ag
1	COc1ccc(C(=O)Nc2c(N)nc(SCC(=O)N3CCCCCC3)[nH]c2=O)cc1OC	10%	-2%	0%	-6%	0%	19%	-14%	i
2	CC[C@@]12C(=O)N(c3cccc(C)c3)C(=O)N1[C@H](c1ccc(OC)cc1)[C@@H]1C(=O)N(C(C)(C)C)C(=O)[C@@H]12	19%	-3%	2%	-10%	14%	6%	32%	i
3	O=C(CN1CCN(c2ccccc2)CC1)c1ccc2cc[nH]c2c1	12%	10%	1%	12%	17%	13%	-8%	-8%
4	COc1ccc(-c2nn(-c3ccccc3)cc2/C=C2/SC(=S)N(CCC(=O)O)C2=O)c(C)c1	-12%	5%	-23%	-1%	-1%	-47%[inhibitor]	14%	-32%[inhibitor]
5	Cc1ccc(Nc2nc(C)cc(C)c2C#N)c(C)c1	?	-1%	-7%	10%	5%	3%	-20%	i
6	O=C(Nc1ccc(C(=O)O)cc1)/C(=C\c1ccco1)NC(=O)c1ccccc1	11%	6%	4%	-3%	-3%	0%	24%	3%
7	C[C@H]1CN(c2ccccc2)C(=O)[C@@H]1CC(=O)Nc1ccccc1	0%	2%	-7%	-1%	10%	7%	-17%	-17%
8	O=C(Cc1cc(=O)[nH][nH]1)N/N=C/C(Cl)=C/c1ccccc1	-12%&4%	7%&-7%	0%&5%	-12%&-28%	2%&-6%	-10%&-8%	?	-8%[57.5 µM]
9	COc1cccc(NC(=O)C2(C)CCN2Cc2ccccc2OC(F)F)c1 (centres undefined)	20%	-8%	?	-9%	0%	-8%	-10%	-45%[inhibitor]
10	COc1ccc(OC)c(NC(=O)C(CCSC)NS(=O)(=O)c2cccs2)c1 (centres undefined)	-1%&21%	10%	-5%	-3%	4%	5%	-18%&15%	-6%
11	COc1cc2c(C(=O)NCc3ccc(C)o3)cn(CC(C)C)c(=O)c2cc1OC	7%	6%	-3%	-7%	8%	1%	24%	-9%[57.5 µM]
12	CCCOC(=O)C1C2C=CC3(CN(c4ccc(Cl)c(F)c4)C(=O)C13)O2 (centres undefined)	7%	-6%	5%	-11%	9%	8%	-19%	-21%
13	CCC(C)(C)NC(=O)C(c1ccc(OC)cc1)N(C(=O)CCC(=O)Nc1cc(C)on1)c1ccc2c(c1)OCO2 (centres undefined)	-14%	-21%	0%	-30%	-12%	3%	?	21%
14	Cc1ccc(SCC(=O)NC2CCS(=O)(=O)C2)cc1 (centres undefined)	-22%[0.397 µM]	-6%	6%	9%	6%	18%	-4%	-14%
15	CCS(=O)(=O)N1Cc2ccccc2CC1C(=O)N1CCN(c2cccc(C)c2C)CC1 (centres undefined)	?	10%	-9%	-8%	-5%	1%	?	-15%[57.5 µM]
16	CN1CCS/C1=C\C=C1/SC(=S)N(CC(=O)O)C1=O	-21%	22µM*	4%	-29%	?	-8%	19%	i
17	COc1ccccc1OCCC(=O)OCC(=O)NCc1ccccc1	-5%	2%	2%	-6%	12%	-4%	10%	i
18	CC(C)(C)n1nnnc1C(c1cccnc1)N(Cc1ccccc1)Cc1cccs1 (centres undefined)	?	16%	-8%	17%	12%	-6%	32%	-7%[57.5 µM]
19	COc1ccc(C2(C(=O)NC(C)C)CCCC2)cc1OC	-20%	-4%	2%	13%	-1%	0%	9%	i
20	CCCNC(=S)N1CCN(Cc2ccc3c(c2)OCO3)CC1	-25%[0.397 µM]	-10%	35%	0%	3%	-3%	25%	i
21	O=C(Nc1ccccc1)OC[C@@H]1C=CS(=O)(=O)N1Cc1ccc(Br)cc1	0%	-3%	-8%	-4%	5%	28%	21%	-13%
22	C[C@H]1COc2cc(N3CCC[C@@H]3CO)ccc2S(=O)(=O)N1	4%	-6%	7%	1%	2%	-7%	-9%	-12%
23	NC(=O)c1nsc(C(=O)N(Cc2ccccc2Cl)C(C(=O)NCC2CCCO2)c2ccc(O)cc2)c1N (centres undefined)	-10%	7%	-17%	-12%	7%	0%	24%	i
24	COc1ccc(NC(=O)C(=O)N2N=C3CCCCC3C2(O)C(F)(F)F)cc1 (centres undefined)	4%	18%	10%	11%	3%	5%	-20%	i
25	Cn1ccnc1SCC(=O)NC12CC3CC(CC(C3)C1)C2	-13%	6%	-1%	-8%	8%	-1%	3%	i
26	O=c1c(/C=C(\O)c2ccc(F)cc2)nc2ccccc2n1-c1ccccc1	2%	23%	100%[activator]	13%	100µM*	-8%	/	-19%
27	O=C(NCCNC(=O)C(c1ccccc1)c1ccccc1)c1ccco1	-3%	10%	0%	-2%	2%	0%	23%	-5%[57.5 µM]
28	COc1ccc(-n2cc(CNC3CCN(C)CC3)c(-c3cccc(F)c3)n2)cc1	/	1%	5%	-3%	3%	2%	11%	i
29	Cc1ccc(S(=O)(=O)N2CCOCC2)cc1C(=O)OCC(=O)NCc1ccc2c(c1)OCO2	9%	17%	-8%	7%	6%	-10%	13%	-11%
30	CCc1nnc(NS(=O)(=O)c2ccc(NC(=S)NC(=O)c3ccc(OC)c(OC)c3)cc2)s1	7%	3%	4%[57.1 µM]	-6%	10%	-2%	24%	-1%
31	Cc1ccc(NC(=O)NCc2ccccn2)cc1	-10%[0.397 µM]	-3%	-5%	8%	1%	-1%	9%	-11%
32	CN(C(=O)c1ccc(=O)[nH]c1)C1(C(=O)NC2CCCCC2)CCCCC1	-8%	12%	0%	-9%	-5%	2%	12%	i
33	NS(=O)(=O)c1ccc(CCNC(=O)c2ccccc2F)cc1	-29%	9%	6%	-1%	7%	-2%	34%	?
34	CCOc1ccc(CCN2C(=O)C(=O)N([C@@H](Cc3ccc(O)cc3)CN3CCC[C@H]3CN3C(=O)C(=O)NC[C@@H]3Cc3ccc(O)cc3)C[C@@H]2Cc2ccccc2)cc1	-14%	-4%	2%	-26%	13%	1%	30%	28%
35	Cc1ccc(Cl)cc1NS(=O)(=O)c1ccc2c(c1)NC(=O)C(C)C(=O)N2 (centres undefined)	2%	-17%	5%	-2%	0%	1%	-9%	-25%
36	COCCNc1nc(NCC2CCCCC2)c2sc(-c3ccccc3)cc2n1	16%	-8%	-6%	-3%	16%	-2%	-17%	-21%
37	CCOc1cccc(OCCCOc2ccccc2)c1	0%	-5%	-8%	6%	-6%	-4%	-29%	-2%
38	CCCC(=O)Nc1ccc(Oc2ccc(NC(=O)CCC)cc2)cc1	3%	-2%	6%	-4%	2%	2%	25%	i
39	COc1ccc(OC)c(C(c2c(C)[nH][nH]c2=O)c2c(C)[nH][nH]c2=O)c1	-24%	11%	1%	7%	10%	13%	22%	-12%
40	C[C@H](CO)N1C[C@H](C)[C@@H](CN(C)C(=O)Nc2cc(F)ccc2F)Oc2ncc(-c3cccc(F)c3)cc2C1=O	3%	-9%	4%	10%	0%	1%	31%	-6%
41	Cc1ccc(NC(=O)NCCN2CCN(C(=O)Nc3ccc(C)cc3)CC2)cc1	-10%	0%	-2%	-14%	2%	5%	15%	i
42	Cc1ccc(OCC(=O)Nc2ccc(N3CCOCC3)cc2)c([N+](=O)[O-])n1	19%	-7%	1%	6%	-3%	0%	-12%	-8%
43	CCS(=O)(=O)Nc1ccc2c(c1)N(C(C)=O)c1ccccc1CC2	-12%	-2%	16%	26%	2%	-11%	-19%	-10%
44	O=C(NCCCl)Nc1ccc(Cl)c([N+](=O)[O-])c1	9%	2%	-6%	-10%	14%	-2%	-14%	-19%
45	Cc1ccc(N=C2C(=O)Nc3ccccc32)cc1C	-5%	4%	1%	8%	5%	0%	5%	i
46	COC(=O)C1=C(Nc2ccccc2NC(=O)CCCC(=O)O)CSC1	20%	-1%	2%	3%	9%	0%	8%	i
47	Cc1cc2ccccn2c1C(=O)c1ccc(Cl)c([N+](=O)[O-])c1	-1%	4%	11µM*	-10%	3%	0%	-22%	-23%
48	COc1cccc(N2CCN(C3CC(=O)N(c4ccc(C)c(Cl)c4)C3=O)CC2)c1 (centres undefined)	9%	2%	0%	-2%	5%	8%	6%	-17%
49	CCOc1cc2c(C)cc(=O)oc2cc1Cl	4%	-4%	8%	11%	3%	0%	0%	-8%[57.5 µM]
